# Cneo AK release: Cryptococcus neoformans cell lysis inducers, primary screen, AK release luminescence, single concentration; C. neoformans lysis, adenylate kinase release luminescence, 4 h; normalised: neutral wells 0, clomiphene wells 100; lysis activity, % at 15 µM; hit rate 0.2% among 360,000;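 active means mean lysis activity across replicates of at least 80%, whatever share of replicates individually reach that level; inactive means mean lysis activity below 80%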
#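 Assay system: Cryptococcus neoformans yeast cells / Dosing: single-point compound dose / Timing: 4 h at 37 °C static, read 1 h later / Measured by: luminescence of released adenylate kinase using an AK detection reagent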
# PGC1a acetyl inh: inhibitors of PGC1a acetylation signal, primary screen, cell-based, U2OS, AlphaScreen, inhibitor mode; AlphaScreen anti-acetyl-lysine; with virally co-expressed GCN5 acetyltransferase; hit rate 0.17% among 350,000; inhibition, % at 15.6 µM;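 active means every replicate shows inhibition of at least 40%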;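 further: 0% = neutral control wells and 100% = positive control wells; some results beyond the cut were filed as inactive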
# LGR2 inh: inhibitors of bursicon-induced LGR2 CRE-luciferase signal, primary screen, cell-based, HEK293, CRE-luciferase reporter, bursicon stimulation. Drosophila bursicon receptor LGR2 (rickets). bursicon-stimulated, 4 h. inhibition, % at 9.99 µM. hit rate 0.35% among 380,000. AID 720647, 2013;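 active means drop in luminescence signal, shown as inhibition above about 50% in the replicate tests, limit read from the data, passing the limit was not always enough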;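 further: agonist challenge used bursicon conditioned medium at about half maximal strength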
# Statin myotox sup: suppressors of statin myotoxicity in C2C12 myotubes, primary screen, cell-based, single point, plate reader. hit rate 0.78% among 330,000. rescue of ATP level, % at 7.49 µM. C2C12 myotubes + simvastatin, ATP luminescence, 48 h; scaled: DMSO 0, geranylgeraniol control 100. AID 602340, 2012;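 active means mean ATP rescue above about 67%, or every replicate alone reaching that limit, limit read from the data, passing the limit was not always enough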;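 further: myotubes were challenged with 10 µM simvastatin during compound exposure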
# ARNT-TACC3 inh: disruptors of ARNT/TACC3 protein interaction, primary screen, biochemical, AlphaScreen, single concentration | AlphaScreen His-ARNT PAS-B/GST-TACC3 binding, luminescence; TACC3 fragment carries E629A point mutation | inhibition, % at 9.99 µM | hit rate 0.66% among 390,000 | AID 623870, 2012;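 active means mean inhibition of replicates at least 50% and at least half of replicates each reaching 50%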;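 further: 0% = complete ARNT plus TACC3 wells and 100% = ARNT alone without TACC3; many hits fall short of the cut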
# GSIS activator: GLuc luminescence reporter in INS-1E cells, primary screen for activators of glucose-dependent secretion of insulin; INS-1E GLuc reporter insulin secretion, 2-3 h; activation, % at 16.6 µM; hit rate 0.61% among 370,000; AID 743287, 2014;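 active means lowest replicate activation of at least 40%, so every replicate reaches that level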;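 further: 0% = median of neutral control wells and 100% = median of IBMX positive control wells; some compounds called inactive have numbers as strong as hits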
# PAX8 reporter: inhibitors of PAX8-driven TPO luciferase reporter, primary screen, RMG-I cells, single concentration; SteadyGlo, 24 h; inhibition, % at 12.6 µM; hit rate 1.2% among 360,000; AID 652154, 2013;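 active means mean replicate inhibition at least 60% with every replicate also reaching 60%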;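 further: luciferase light reporting Pax8 driven TPO promoter activity; plate controls were median of neutral control wells for no effect and mitoxantrone controls for full effect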
# PglD DTNB: C. jejuni PglD acetyltransferase inhibitors, primary screen, biochemical, DTNB colorimetric, single point; hit rate 0.098% among 360,000; inhibition, % at 12.5 µM; UDP-N-acetylbacillosamine N-acetyltransferase PglD (Campylobacter jejuni); AID 602405, 2012; purified PglD enzyme, DTNB colorimetric CoA detection; in the data active means inhibition above about 16%, passing the limit was not always enough; further: strong numbers were not always called active
# Starred values were filed as active, the others as inactive; · = no result given.
SMILES,Cneo AK release,PGC1a acetyl inh,LGR2 inh,Statin myotox sup,ARNT-TACC3 inh,GSIS activator,PAX8 reporter,PglD DTNB
Cc1nnc(-c2ccc(Oc3ccc(Br)cc3)c([N+](=O)[O-])c2)o1,·,·,0,·,-6,-16,6,·
CC(C)Oc1ccc2ccccc2c1CNC[C@H]1O[C@@H](n2cnc(C(N)=O)n2)[C@H](O)[C@@H]1O,1,-7,-12,-2,-3,·,0,-1
Cc1cccc(N2CCN(C(=O)c3ccc(CS(=O)Cc4ccc(Cl)cc4)o3)CC2)c1C (stereo unspecified),0,-7,18,0,3,-27,-11,2
Cc1ccc(N2CC(C)Cn3c2nc2c3c(=O)[nH]c(=O)n2C)cc1 (stereo unspecified),2,0,-10,19,-1,9,11,-6
C[C@H](CO)N1C[C@H](C)[C@@H](CN(C)Cc2ccc(C(=O)Nc3ccccc3N)cc2)Oc2c(NC(=O)C3CC3)cccc2C1=O,-1,1,·,6,-6,-4,·,3
COc1ccc(SC[C@H](Cc2ccccc2)N2CC[C@@H](O)CCC2=O)cc1,0,0,-25,8,7,6,-4,1
CC1CC1C(=O)OCC(=O)Nc1ccc(S(=O)(=O)N2CCOCC2)cc1 (stereo unspecified),0,-4,-8,8,-12,9,5,3
COc1ccc(C(=O)Nc2ccc(N3CCN(C)CC3)cc2)cc1[N+](=O)[O-],·,·,-8,·,-2,-7,-4,·
C[C@H](O)[C@@H]1CN2CCc3c([nH]c4ccccc34)[C@@H]2C[C@@H]1N(C)Cc1cc(Cl)cc(Cl)c1,-1,1,5,-1,·,-15,24,2
CC(Sc1nnc(-c2cc3ccccc3o2)n1-c1ccccc1)C(=O)O (stereo unspecified),0,-11,-8,-1,-1,-15,·,1
O=C(COc1coc(CN2CCN(Cc3ccccc3)CC2)cc1=O)Nc1ccccc1,1,·,-4,8,-3,20,12,0
CC1(c2ccccc2)NC(=O)N(CC(=O)Nc2ccc(N3CCOCC3)cc2N2CCOCC2)C1=O (stereo unspecified),2,-4,4,4,-6,-7,6,5
CCC(C)C(=O)Nc1nnc(SCC(=O)NC2CCCC2)s1 (stereo unspecified),2,-7,-7,-13,·,3,1,-3
O=c1c(-c2ccnn2-c2ccccc2F)cnc2n1CCS2,3,14,·,-4,2,·,-13,-5
CCOC(=O)c1cc2sccc2n1CC(=O)Nc1ccc2c(c1)OCCO2,-1,2,8,19,-2,-12,·,2
CCC(=O)Nc1c2c(nn1-c1cccc(Cl)c1)CS(=O)(=O)C2,2,-5,4,3,2,23,-2,-2
O=C(c1cccc(F)c1)N1CCCCN2[C@H](C1)[C@@H](c1ccc(-c3ccc(F)cc3)cc1)[C@@H]2CO,3,3,·,·,1,·,65*,1
O=C(CCC(=O)c1cccs1)NNC(=O)c1ccc(Cl)cc1,0,0,5,24,12,1,-9,-4
CCOC(=O)C(NC(=O)c1ccccc1)(Nc1cc(C)on1)C(F)(F)F (stereo unspecified),·,1,·,6,-5,·,-23,·
C[C@@H]1CN([C@H](C)CO)C(=O)c2cc(NC(=O)C3CC3)ccc2O[C@@H]1CN(C)S(C)(=O)=O,-4,-22,0,11,0,2,1,-1
C[C@@H](NC(=O)C[C@H]1C[C@H]2c3cc(NC(=O)C4CCOCC4)ccc3O[C@H]2[C@@H](CO)O1)c1ccccc1,0,2,-10,2,-4,-7,-6,-3
COc1cccc(C=NCCCN=Cc2cccc(OC)c2O)c1O,3,·,·,3,4,·,9,-2
COc1ccc(NC(=O)CN(C)CC(=O)NCCc2ccc(F)cc2)cc1,1,·,21,-7,0,-8,-14,-1
CCN(CC(=O)Nc1c(F)cccc1F)C(=O)CNC(=O)c1ccc(Br)o1,-2,·,-10,2,0,1,-1,5
O=C(COC(=O)CC1CC2CCC1C2)Nc1cc([N+](=O)[O-])ccc1F (stereo unspecified),-1,·,3,1,16,·,-1,-2
SMILES,Cneo AK release,PGC1a acetyl inh,LGR2 inh,Statin myotox sup,ARNT-TACC3 inh,GSIS activator,PAX8 reporter,PglD DTNB
CCOc1ccccc1NC(=O)Cn1c(=O)sc2ccccc21,·,-5,5,·,1,-1,12,·
N#Cc1ccsc1NC(=O)CCS(=O)(=O)c1ccccc1,2,·,4,-5,-3,-2,64*,3
COCC#Cc1cnc2c(c1)C(=O)N([C@H](C)CO)C[C@H](C)[C@@H](CN(C)C(=O)c1cccc(F)c1)O2,-7,-2,-4,-1,2,7,11,-2
Cc1sc2nc(CN3CCOCC3)nc(N3CCOCC3)c2c1C,1,12,·,-3,-3,·,·,9
Cc1ccccc1CSc1nnnn1-c1ccc(C(N)=O)cc1,4,-1,-19,-7,-1,15,-24,0
CCOC(=O)c1c(CSc2ccccc2)n(C)c2cc(Br)c(OCC(O)CNC(CO)(CO)CO)cc12 (stereo unspecified),3,·,41,·,2,·,-1,-5
COc1ccc(C)cc1NC(=O)C(=O)NNC(=O)c1ccco1,3,0,·,8,-3,·,0,4
COc1cc(NC(=O)[C@H](C)NC(=O)N2CCn3c2nc2ccccc23)cc(OC)c1,-3,-8,-6,11,9,-10,22,-1
CC(C)NC(=O)Nc1ccc2c(c1)CC(=O)N([C@@H](C)CO)C[C@H](C)[C@@H](CN(C)Cc1ccc(C(F)(F)F)cc1)O2,-2,-5,6,8,-1,5,-7,1
OCCNc1cc(-n2nc(-c3ccccc3)cc2-c2ccccc2)ncn1,3,-4,·,114*,-1,-12,·,2
CN(C)C(=S)NC1(C)CCS(=O)(=O)C1 (stereo unspecified),-3,3,-3,5,-7,1,·,1
CC(C)C[C@@H]1NC(=O)[C@@H]2C[C@H](C(=O)NCCCCCCN(C)C)[C@H](c3ccc(O)cc3)N2C1=O,-4,·,·,·,-13,·,-4,1
COc1ccccc1-c1cnc2c(c1)C(=O)N([C@H](C)CO)C[C@H](C)[C@H](CN(C)CC1CCOCC1)O2,-2,7,8,-8,0,13,-21,-5
O=C(CCCOC(=O)c1ccc(O)cc1)c1ccccc1,-1,-1,-33,-3,-15,-3,-11,-3
COc1ccc(S(=O)(=O)N(C)C[C@H]2OCCCC[C@H](C)Oc3ccc(NS(=O)(=O)c4cn(C)cn4)cc3C(=O)N([C@H](C)CO)C[C@@H]2C)cc1,-1,-12,-11,·,5,-6,-2,-2
Cc1cc(OCc2cn3cccnc3n2)ccc1Cl,·,·,-54,·,9,1,-205,·
CCn1c(SCC(=O)Nc2cc(NC(C)=O)ccc2OC)nnc1-c1cccnc1,-2,12,·,-1,-3,·,·,0
Cc1ccc(NC(=O)C2CCCN2C(=O)c2cccs2)c(C)c1 (stereo unspecified),0,·,-5,-2,3,24,-6,-2
CO[C@@H]1CN(C)C(=O)c2cc(NC(=O)Cc3ccccc3)ccc2OC[C@H](C)N(C(C)=O)C[C@H]1C,-2,-3,3,-6,0,6,1,0
Cc1cc(C)n(CC2CC(=O)N(c3ccccc3)C2=O)n1 (stereo unspecified),·,-10,·,-16,-11,8,6,·
Cc1ccc(S(=O)(=O)N2CC3(C)CN(S(=O)(=O)c4ccc(C)cc4)CC(C)(C2)C3)cc1,0,4,·,0,0,·,·,5
Cc1ccc(NC(=S)NC2CC3CCC(C2)N3Cc2ccco2)cc1C (stereo unspecified),1,18,-3,-33,8,4,·,-1
CO[C@H]1CN(C)C(=O)c2cc(NC(C)=O)ccc2OC[C@H](C)N(C(=O)C2CC2)C[C@@H]1C,5,6,-6,4,-8,3,·,-1
CCCCCC(=O)N1C[C@@H](O)[C@H](n2cc(-c3ccc(F)cc3)nn2)C[C@@H]1c1ccc(Cl)cc1,·,-31,0,-9,·,-16,33,·
O=C(c1ccc(S(=O)(=O)Cc2ccccc2F)c([N+](=O)[O-])c1)N1CCCC1,·,-14,45,·,1,5,44,·
SMILES,Cneo AK release,PGC1a acetyl inh,LGR2 inh,Statin myotox sup,ARNT-TACC3 inh,GSIS activator,PAX8 reporter,PglD DTNB
S=C(Nc1ccc(Br)cc1Cl)NN1CCOCC1,6,2,-113,-5,·,-5,-15,-6
CN1[C@@H]2c3ccc(-c4ccncc4)c(=O)n3C[C@@H]2[C@@H](CO)[C@@H]1C(=O)N1CCc2ccccc2C1,-2,·,-10,-8,4,-9,0,-2
N/C(=N\OC(=O)c1cccc(Cl)c1)c1cccnc1,-4,-4,·,-25,-107,·,·,-2
O=S(=O)(N[C@@H]1CC[C@@H](CCn2cc(-c3cccc(F)c3)nn2)O[C@H]1CO)c1ccc(Cl)cc1,10,-7,16,14,-34,-32,7,-1
O=C(Nc1nccs1)c1cc2c(s1)CCCCC2,-8,13,·,-59,0,·,·,-2
COc1ccc(-c2nc(N3CCC(C)CC3)[nH]c(=O)c2C#N)cc1,-1,-4,-13,-9,0,1,·,0
Cc1nn(-c2ccccc2)c(Cl)c1C(=O)NCCN(C)C,·,·,-11,·,-4,7,-21,·
O=[N+]([O-])c1ccc(NCc2ccc3c(c2)OCO3)cc1,·,-12,-97,·,3,2,-45,·
CN(C)c1ccc(C(=O)/C=C/c2cccnc2)cc1,-5,-16,-46,4,11,1,-33,-10
CC1(C)CC2CC(C)(CN2S(=O)(=O)c2ccc(F)cc2F)C1 (stereo unspecified),·,-18,18,-7,·,·,10,·
O=C(NOCc1ccccc1)c1ccc(Cl)cc1Cl,-4,-2,82*,-1,13,·,11,1
CSc1nnc(C)c(/C=C/Nc2ccc(Cl)cc2)n1,0,-3,6,·,10,-7,·,1
CN(C)S(=O)(=O)c1ccc(NC(=O)CN2CCN(C(c3ccccc3)c3ccccc3)CC2)cc1,0,·,·,-2,2,·,·,-4
COC(=O)c1c(NC(=O)Cc2ccccc2)sc2c1C(C(=O)OC)CC2 (stereo unspecified),-1,-8,-36,8,-1,-22,-3,0
COc1ccc(C)cc1NC(=O)c1cc(S(=O)(=O)N2CCCC2)cn1C,4,-6,-12,-9,-1,7,-7,-2
Nc1ncnc2c1ncn2[C@@H]1O[C@H](CO)[C@@H](O)[C@H]1O,0,-15,-14,10,-2,·,-10,-3
COCCCNC(=S)Nc1cccc2ncccc12,·,·,13,·,1,-18,12,·
COc1ccccc1C(=O)NC(C(=O)NCCc1nc2ccccc2[nH]1)=C(C)C,-1,8,0,-7,-1,-22,10,-4
Cc1cc(/C=C2/NC(=O)N(Cc3ccccc3F)C2=O)c(C)n1C(C)C,·,·,10,·,-4,-1,-12,·
COc1ccc(CCNC(=O)c2ccc(NS(=O)(=O)c3ccc4[nH]c(=O)[nH]c4c3)cc2)cc1,·,·,7,·,-3,19,2,·
CCOc1ccc(C(=O)O[C@H]2[C@H](Cc3ccccc3)NS(=O)(=O)[C@H]3C[C@@H]4C=C[C@]23O4)cc1,1,6,2,9,0,3,2,1
O=C(CCN1CCN(C(=O)c2ccccc2)CC1)c1ccc(Br)cc1,8,·,0,4,·,40,11,2
COc1ccc(OC)c(C(=O)COC(=O)c2c(OC)cccc2OC)c1,-1,-2,·,58,-4,·,·,-2

# Screening data as filed in PubChem.

# Rows were taken by chance; any-hit rate near 2.9%.
